Assay outcomes from PubChem BioAssay.
rCAG binder – binders of r(CAG) RNA repeats, primary screen, biochemical, fluorescence. r(CAG) RNA repeat, TO-PRO-1 dye displacement fluorescence. inhibition, % at 3 µM. 1.3% of 370,000 active. AID 651821, 2012;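 active means inhibition above the plate cutoff, the mean of all test compounds on that plate plus 3 SD, cut at about 35% in these data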;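 further: 0% = DMSO alone and 100% = 100 µM mitoxantrone as full dye displacement; higher means more dye released from RNA so lower well fluorescence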
TCR-CD3 inh – inhibitors of human TCR-CD3 interaction, primary screen, biochemical, fluorescence, TAMRA-labeled TCR probe. inhibition, % at 9.4 µM. 0.37% of 360,000 active. AID 651800, 2012; in the data active means inhibition above about 19%;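 further: recombinant mutant TCR 2C K166C tagged with TAMRA read by polarization; 0% = receptor in buffer alone and 100% = receptor with positive control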
PG9 Ab binder – binders of HIV-1 gp120 antibody PG9, primary screen, biochemical, TR-FRET | HIV-1 gp120 / PG9 antibody interaction | TR-FRET gp120-PG9 antibody binding | inhibition, % at 6.7 µM | 0.43% of 360,000 active; in the data active means inhibition above about 8.5%
HTRA1 inhibitor – HTRA1 serine protease inhibitors, primary screen, biochemical, fluorescence polarization, HTS; 0.5% of 340,000 active; recombinant HTRA1, FP-rhodamine activity-based probe; inhibition, % at 5.96 µM; in the data active means inhibition above about 36%;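 further: 0% = enzyme with DMSO and 100% = wells lacking enzyme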
TDP2 absorb – human TDP2 enzyme inhibitors, primary screen, biochemical, epi absorbance, recombinant enzyme. Tyrosyl-DNA phosphodiesterase 2 (Homo sapiens), O95551. T5PNP hydrolysis, p-nitrophenol absorbance 415 nm. inhibition, % at 12.8 µM. 0.34% of 370,000 active;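 active means inhibition above the mean of all tested compounds plus 3 SD, set per campaign, cut at about 25% in these data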;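 further: 0% = DMSO with enzyme and 100% = buffer with substrate but no TDP2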
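Material: recombinant human TDP2; quantity: TDP2 enzyme at 120 nM final; medium: Tris-HCl pH 7.5 with MgCl2; compound: single concentration, 12.8 µM nominal, with 1% DMSO; incubation: 2 h enzyme incubation at 37 °C; signal: epi absorbance; measure: percent inhibition; benchmarks: high control without enzyme, low control DMSO plus TDP2; repeats: singlicate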
mABHD4 FP – ABHD4 inhibitors, primary screen, biochemical, fluorescence polarization, mouse; purified mABHD4, FP-Rh probe fluorescence polarization; AID 720543, 2013; inhibition, % at 8.92 µM; 0.54% of 370,000 active;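 active means inhibition exceeding the mean over every tested compound plus 3 SD, cut at about 30% in these data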;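 further: 0% = plate median of compound wells and 100% = S159A mutant with DMSO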
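System: mouse ABHD4 enzyme, wild type / Medium: HEPES pH 7.0, NaCl, Pluronic buffer / Reagent: FP-Rh activity-based fluorescent probe / Control set: S159A mutant high control, sample median low control / Detection: fluorescence polarization with parallel and perpendicular emission, 525/598 nm / Schedule: 45 min + 60 min at 25 °C / Compound dosing: 8.92 µM, single dose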
PRMT1 FP inh – PRMT1 methyltransferase inhibitors, primary screen, biochemical, fluorescence polarization. inhibition, % at 2.79 µM. recombinant PRMT1, activity-based probe fluorescence polarization. 1.3% of 370,000 active. Protein arginine N-methyltransferase 1 (Homo sapiens), Q99873;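 active means inhibition above about 21% made by adding two undisclosed values, limit read from the data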
Target sequence (Q99873 whole entry, looked up): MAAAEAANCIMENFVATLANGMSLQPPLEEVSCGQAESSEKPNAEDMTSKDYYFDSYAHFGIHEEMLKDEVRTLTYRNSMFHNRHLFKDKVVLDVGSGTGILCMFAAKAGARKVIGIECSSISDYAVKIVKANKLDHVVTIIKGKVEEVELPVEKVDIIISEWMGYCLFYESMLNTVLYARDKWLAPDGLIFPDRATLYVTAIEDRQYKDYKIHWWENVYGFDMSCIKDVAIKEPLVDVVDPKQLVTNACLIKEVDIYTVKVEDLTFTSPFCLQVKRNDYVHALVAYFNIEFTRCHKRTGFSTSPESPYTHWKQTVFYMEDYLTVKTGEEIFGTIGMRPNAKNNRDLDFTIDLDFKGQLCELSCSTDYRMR
SIAE inh – human SIAE inhibitors, primary screen, biochemical, fluorescence polarization, FP-Rh probe, 1536-well HTS; SIAE FP-Rh probe binding; inhibition, % at 9.66 µM; 0.69% of 370,000 active; AID 1053197, 2014;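 active means inhibition above a cutoff: mean of compounds within the control limits plus 3 SD of those, cut at about 17% in these data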;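 further: 0% = plate median of compound wells and 100% = probe without SIAE protein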
LEDGF integ inh – blockers of LEDGF/p75-dependent integrase strand transfer – biochemical, TR-FRET, high throughput, primary screen | 0.64% of 370,000 active | HIV-1 integrase (with human LEDGF/p75) | TR-FRET IN-LEDGF/p75 DNA integration, Eu/Cy5 | inhibition, % at 3.7 µM;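 active means inhibition above the screen-wide mean plus 3 SD, cut at about 13% in these data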;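 further: signal is the Cy5 over europium emission ratio at 671 and 618 nm; 0% = plate median of compound wells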
NR1D1 modulator – modulators of Rev-erb alpha DNA binding, primary screen, biochemical, FITC-DNA, fluorescence polarization, uHTS. Nuclear receptor subfamily 1 group D member 1 (Homo sapiens), P20393. Rev-erbα–FITC-DNA binding, 90 min. activity, % at 10 µM. 0.79% of 370,000 active;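 active means activity above about 14%, limit read from the data; passing the limit was not always enough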;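 further: 0% = DMSO wells with 35 nM protein and 100% = DMSO wells with 750 nM protein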
Target sequence (P20393 whole entry, looked up): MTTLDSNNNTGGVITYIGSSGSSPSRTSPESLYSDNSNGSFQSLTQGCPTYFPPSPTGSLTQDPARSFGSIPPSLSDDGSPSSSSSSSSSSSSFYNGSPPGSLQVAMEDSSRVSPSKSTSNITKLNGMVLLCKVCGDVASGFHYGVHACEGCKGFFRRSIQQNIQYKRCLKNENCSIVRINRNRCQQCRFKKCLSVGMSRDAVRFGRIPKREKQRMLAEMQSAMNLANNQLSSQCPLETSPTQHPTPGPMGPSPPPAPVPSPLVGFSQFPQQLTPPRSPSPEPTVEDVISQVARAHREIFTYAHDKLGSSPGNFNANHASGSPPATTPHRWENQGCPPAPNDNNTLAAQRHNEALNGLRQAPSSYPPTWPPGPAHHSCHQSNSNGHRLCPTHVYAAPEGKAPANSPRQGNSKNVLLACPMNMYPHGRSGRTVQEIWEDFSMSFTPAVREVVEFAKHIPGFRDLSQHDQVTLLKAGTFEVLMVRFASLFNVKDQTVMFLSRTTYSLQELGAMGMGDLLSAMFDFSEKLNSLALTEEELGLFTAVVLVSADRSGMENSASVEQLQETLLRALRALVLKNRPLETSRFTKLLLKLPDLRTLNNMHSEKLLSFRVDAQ
Starred values were filed as active, the others as inactive; . = no result given. Some of the compounds tested; the hit share may differ from the screen's.

molecule,rCAG binder,TCR-CD3 inh,PG9 Ab binder,HTRA1 inhibitor,TDP2 absorb,mABHD4 FP,PRMT1 FP inh,SIAE inh,LEDGF integ inh,NR1D1 modulator
O=Cc1ccc(-n2cc(C=O)c3ccccc32)cc1,2,6,2.5,-25,-8,-8,-1,0,4,9
O=C(CN1CCN(S(=O)(=O)c2ccc(Br)s2)CC1)NCC1CCCCC1,1,-7,-2.3,-2,-5,-13,8,-4,-2,2
CCC(Sc1nc(C)cc(C)n1)C(=O)Nc1nccs1 (configuration not stated),-8,5,0.0,-2,9,0,-1,7,1,-8
C/C(=N/NC(=O)c1ccncc1)c1ccc(NC(=O)c2ccc(Cl)cc2Cl)cc1,-2,11,-1.5,0,23,0,1,-1,3,-19
O=C(CN1CCN(c2ccc(Cl)cc2)CC1)Nc1ccc(F)c(F)c1,-5,3,-1.4,-1,3,-1,1,2,-2,1
O=C(NCCN1CCCC1=O)Nc1ccccc1,-2,-4,0.7,-3,0,-2,2,-3,1,-1
Cc1nc(Nc2nc(CSc3ccc(Cl)cc3)cc(=O)[nH]2)nc2ccccc12,8,2,1.3,5,9,11,5,6,-3,-3
O=C(O)C1C(C(=O)O)C1(c1ccccc1)c1ccccc1 (configuration not stated),1,-3,0.8,10,14,8,-1,8,-3,-5
Cc1cccc(N2C(=O)N(c3ccccc3C)C3CS(=O)(=O)CC32)c1 (configuration not stated),3,-6,-0.4,-3,-5,-12,0,-1,1,-2
C=CCn1c(SCC(=O)OC(C)C)nnc1-c1ccc(C)cc1,-3,.,.,.,4,2,40*,3,2,-6
CCOC(=O)c1c(Cc2ccccc2)c[nH]c1C,-5,6,-1.1,1,2,-3,-1,0,0,3
Cc1occc1-c1nnc(SCC(=O)NCc2cccs2)n1CC1CCCO1 (configuration not stated),-3,-6,-0.3,0,11,9,1,7,2,2
O=C(c1cnn2c(C(F)F)cc(C3CC3)nc12)N1CCCC1,-3,-7,0.7,5,-2,-1,2,0,3,6
COc1ccccc1NC(=O)CSc1nnc(CCNC(=O)c2ccc(C)cc2)n1C,-7,5,0.0,-6,1,8,1,3,-1,3
CNC(=O)c1c(NC(=O)c2ccc(N3C(=O)CCC3=O)cc2)sc2c1CCC(C)C2 (configuration not stated),4,0,-1.2,-2,1,-1,1,-7,-1,2
COCCNC(=O)C1(C)CCCN(C(=O)c2cccc(OC(F)(F)F)c2)C1 (configuration not stated),2,0,-0.4,.,2,-5,-1,0,-4,2
O=C(c1ccco1)N1CCN(C(=O)C2CCCc3c2[nH]c2ccc(Cl)cc32)CC1 (configuration not stated),5,5,0.1,3,-13,-1,1,2,4,2
Nc1c(C(=O)N/N=C/c2ccc([N+](=O)[O-])cc2)cnn1-c1ccccc1,1,-10,-0.6,2,-17,-4,0,-3,0,-4
Nc1c(Cl)ncnc1N/N=C/c1cccc(O)c1,2,-1,-4.1,12,-2,-6,21,2,2,3
CCn1c(SCC(=O)Nc2cccc(C)n2)nc2c1c(=O)n(C)c(=O)n2C,-1,-5,-1.4,4,-3,2,-2,-2,-3,-3
Cc1onc(-c2c(Cl)cccc2Cl)c1NC(=O)NNc1ccccc1,-2,3,0.3,3,-9,1,-2,10,3,0
COc1ccccc1NS(=O)(=O)c1cc(NC(=O)CCC(=O)c2cccs2)ccc1Cl,17,6,-1.1,-57,9,-44,2,-77,1,4
CC(Oc1ccc(Br)cc1)C(=O)Nc1cc(Cl)ccc1N1CCN(C)CC1 (configuration not stated),-6,-3,-0.5,-14,-15,0,-5,2,2,-6
Cn1c(SCC(=O)Nc2ccccc2C(F)(F)F)nc2c(c1=O)SCC2,-2,4,2.0,-9,6,2,-2,-1,1,4
Cc1ccc(S(=O)(=O)N2CCOCC2)cc1NC(=O)COC(=O)c1cnccn1,12,-4,1.3,6,1,-18,7,-7,-7,-2
CC1CCCN(C(=O)c2ccc(S(=O)(=O)N3CCC(c4nc5ccccc5s4)CC3)cc2)C1 (configuration not stated),-1,5,-2.5,1,-11,8,0,-6,1,-2
COc1cccc(NC(=S)N(CCN2CCCCC2)Cc2ccco2)c1,-3,3,0.4,-3,11,-3,-7,-2,5,3
Nn1c(SCC(=O)Nc2ccc(S(=O)(=O)Nc3nccs3)cc2)nnc1-c1ccco1,10,.,.,.,-2,5,-1,2,4,-4
C/C(=N\NC(=O)c1cccc(N/N=C(\C)c2ccncc2)c1)c1ccncc1,4,1,-4.9,-2,3,17,0,1,1,-3
COc1cc(/C=N/n2c(C)nc3ccccc3c2=O)cc(OC)c1O,-1,0,-4.0,-2,12,0,4,1,-5,-4
CN1C(=O)NC(c2cccc(F)c2)C2=C1CC(C)(C)CC2=O (configuration not stated),-4,0,-0.4,4,9,2,2,4,-1,-1
COc1cc(NC(=S)Nc2ccc(S(=O)(=O)N3CCOCC3)cc2)cc(OC)c1OC,-2,-7,-0.4,-2,4,-3,1,1,3,-2
Cc1ccc(CNC(=O)Cc2ccc(-n3c(=O)[nH]c4ccsc4c3=O)cc2)cc1,-2,-1,-1.3,5,-2,-2,-3,-9,0,1
CCOC(=O)N1CCC(NC(=O)COc2cc(=O)n(C)c3ccccc23)CC1,-1,-5,-1.0,-1,5,5,-3,0,-2,-1
CC(=O)O/N=C(/C)c1ncc(C(F)(F)F)cc1N1CCOCC1,-5,-3,3.0,0,0,-2,3,1,-1,1
Cc1ccccc1Cn1cc(C)c(=O)[nH]c1=O,0,8,-0.4,-1,14,1,0,-5,0,-5
O=C(C1CC(=O)N(c2ccccc2)C1)N1CCN(c2ccccc2F)CC1 (configuration not stated),-9,2,-1.5,2,-3,-2,-1,-2,-2,-5
O=C(O)COCc1nc2ccccc2[nH]1,-3,0,0.8,-3,11,7,2,-1,-3,-1
O=C(NC(=S)Nc1ccc(F)cc1)c1ccc2c(c1)OCCO2,1,-3,-2.7,-11,-6,-27,4,-8,-7,2
CCN1C(=O)[C@@H]2[C@@H](c3ccc(-c4cccc(Cl)c4)c(OC)c3)N3CCCC[C@@]3(C(=O)OC)[C@@H]2C1=O,9,-2,0.8,-22,-20,-7,-4,-9,0,2
C/C(=N\NC(=O)C(O)(c1ccccc1)c1ccccc1)c1ccc(C)o1,5,6,0.2,-11,-2,-3,-1,2,1,-5
CC(C)CC(C(=O)O)N1C(=O)C2C3CC(C2C1=O)C1C(c2ccccc2)c2sc(=O)[nH]c2SC31 (configuration not stated),31,6,2.3,7,-2,1,19,6,6,-3
CC(=O)c1ccc(NC(=O)CSc2nnc(NC(=O)CN3CCOCC3)s2)cc1,2,-1,-2.6,4,-3,4,3,1,-3,3
CCCCNc1c(-c2ccc(OC)c(SC(C)CC)c2)nc2cnccn12 (configuration not stated),0,8,-0.6,-8,-1,1,-1,-3,-2,-4
COc1ccc2cc(C(=O)c3ccccc3)c(=O)oc2c1,0,3,0.2,-2,8,0,1,4,2,-2
COc1ccc(Cl)cc1C(=O)NNC(=O)CNC(=O)c1ccc(C)s1,6,6,-0.7,-1,-2,-2,-1,-3,-2,-2
S=c1[nH]nc(Cn2nnc3ccccc32)n1-c1ccc(Cl)cc1,-4,1,-1.8,-6,-7,4,-9,2,5,3
CC(=O)Nc1ccc2sn(-c3ccccc3)c(=O)c2c1,4,3,-0.2,-5,-7,3,77*,5,-4,7
CCCCn1c(N)c(N(C)C(=O)CCCn2c(=O)oc3ccccc32)c(=O)[nH]c1=O,5,-7,-0.2,-1,3,7,3,-4,-3,-4
CC1(C)CC(=O)C(C2c3ccccc3S(=O)(=O)c3ccccc32)C(=O)C1,0,-4,1.3,-2,-4,1,3,-2,-3,5
Cc1ccc(OCC(=O)NCCNC(=O)c2ccncc2)cc1C,-1,0,3.1,-1,10,1,-2,10,1,-4
Cc1cccc(NCc2n[nH]c(=S)n2-c2ccccc2)c1,3,7,-0.1,-3,3,6,-2,13,0,-4
OC(c1ccc(Cl)cc1)c1ncc(-c2ccccc2F)[nH]1 (configuration not stated),0,3,-0.6,.,5,1,-3,4,-4,-3
CCC(C)(C(=O)NC1CCCCC1)N(Cc1ccco1)C(=O)c1cnccn1 (configuration not stated),-5,2,-0.7,2,-2,0,-3,3,4,-1
O=C(Nc1ccon1)c1sc2cc(Cl)ccc2c1Cl,-1,4,-1.9,0,-3,0,-4,-3,-1,25*
COc1ccc(C(=O)CC(Sc2ccccc2N)c2ccc(OC)cc2)cc1 (configuration not stated),9,-9,1.6,-14,1,3,59*,0,0,-3
Cn1c(=S)[nH]c(=O)c2ncc(=O)[nH]c21,-2,6,0.9,1,14,0,-2,-3,1,-6
O=C(CNS(=O)(=O)c1ccccc1)N1CCN(c2ccccc2)CC1,-4,-5,-3.6,-3,7,11,4,3,-3,-2
COc1ccccc1C(=O)NCC(=O)OC(C)C(=O)N(C)C1CCCCC1 (configuration not stated),-1,2,1.6,5,5,-3,-2,11,-4,13
O=C(CSc1cn(Cc2ccccc2)c2ccccc12)N1CCOCC1,0,15,-1.8,-6,11,-1,16,2,-1,2

Next part.
molecule,rCAG binder,TCR-CD3 inh,PG9 Ab binder,HTRA1 inhibitor,TDP2 absorb,mABHD4 FP,PRMT1 FP inh,SIAE inh,LEDGF integ inh,NR1D1 modulator
COc1cc(NS(=O)(=O)c2ccc(NC(=O)NC3CCCCC3)cc2)nc(OC)n1,17,9,-4.0,3,-9,-13,-4,4,2,-4
CCOc1ccc(Br)cc1S(=O)(=O)Nc1ccc(C(=O)OC(C)C(=O)N(C)c2ccccc2)cc1 (configuration not stated),15,1,-1.4,-43,6,-6,3,-20,0,0
COc1ccc(NS(=O)(=O)c2cccc(C(=O)N3CCN(C(=O)c4ccco4)CC3)c2)cc1,1,-2,-3.1,-2,-8,0,-2,-5,2,-7
Cc1cc(C)n(CCOc2ccc(Br)cc2)n1,-6,-2,-0.3,1,16,1,0,0,1,-3
CS/C(=C(/C#N)S(=O)(=O)c1ccc(Cl)cc1)N1CCOCC1,0,-7,-1.2,.,5,-2,0,-1,3,2
